PP1 counter: PP1-alpha phosphatase inhibitors, primary screen, counter-screen for PP5 inhibitor project, biochemical, fluorescence, OMFP substrate, single point; inhibition, % at 6.7 µM; purified PP1alpha; actives 0.9% (n = 320,000); Serine/threonine-protein phosphatase PP1-alpha catalytic subunit (Homo sapiens), P62136;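 active means inhibition above the mean inhibition of all tested compounds plus 3 SD, computed separately for each screening campaign, cut at about 15% in these data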
VLA-4 inh: inhibition in human VLA-4 binding assay, primary screen, VLA-4 allosteric modulator project, MLPCN library, flow cytometry, VLA-4 expressing cells; Integrin alpha-4 (Homo sapiens), P13612; ligand binding flow cytometry; inhibition, % (about 7 µM as worked out from the volumes in the protocol); actives 0.2% (n = 330,000); AID 2557, 2010; in the data active means inhibition above about 50%
procasp7 counter: procaspase-7 activators, primary screen, counter-screen for procaspase-3 activator project, biochemical, absorbance, HTS, human | Caspase-7 (Homo sapiens), P55210 | actives 0.093% (n = 330,000) | recombinant procaspase-7, Ac-DEVD-pNA absorbance 405 nm; D23A/D198A/D206A triple mutant, cannot self-cleave; scale: DMSO 0, 5 µM enzyme 100 | activation, % at 8.5 µM;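 active means percent activation above the screen-wide mean plus 3 SD, cut at about 25% in these data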
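System: Uncleavable procaspase-7 mutant enzyme; Amount: 2 µM procaspase-7 mutant as dispensed; Schedule: 1 h compound preincubation, 2 h substrate cleavage, 25 °C; Measured by: 405 nm absorbance of p-nitroaniline; Evaluation: percent activation from buffer-corrected 0–120 min absorbance change; Control set: low DMSO alone, high DMSO plus 5 µM PC-7.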
GASC-1 inh: inhibitors of GASC-1 histone demethylase, primary screen, biochemical, fluorescence, DELFIA europium; AID 2099, 2009; GST-JMJD2C(1-420) H3K9me3 demethylation; Lysine-specific demethylase 4C (Homo sapiens), Q9H3R0; inhibition, % at 2.35 µM; actives 0.069% (n = 330,000);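 active means more than half of a compound's replicate wells show inhibition beyond 50%, single wells judged on their own value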;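 further: signal counts dimethyl H3K9 product captured on neutravidin plate; 0% = median of DMSO wells and 100% = 0.3 times that DMSO median; strong numbers were not always called active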
Target sequence (Q9H3R0 1-420 limits assumed): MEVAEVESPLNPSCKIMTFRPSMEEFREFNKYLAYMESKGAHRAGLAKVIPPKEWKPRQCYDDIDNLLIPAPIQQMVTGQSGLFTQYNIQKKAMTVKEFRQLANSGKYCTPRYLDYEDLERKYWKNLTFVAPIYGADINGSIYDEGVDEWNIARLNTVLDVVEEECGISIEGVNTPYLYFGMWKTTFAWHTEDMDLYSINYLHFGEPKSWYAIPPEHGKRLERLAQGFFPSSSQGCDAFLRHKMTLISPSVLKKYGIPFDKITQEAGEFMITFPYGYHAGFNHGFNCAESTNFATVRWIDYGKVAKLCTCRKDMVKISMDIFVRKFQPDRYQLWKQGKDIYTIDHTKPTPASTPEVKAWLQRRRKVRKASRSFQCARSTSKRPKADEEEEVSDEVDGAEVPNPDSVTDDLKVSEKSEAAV
CTSL1 counter: Fasciola hepatica cathepsin L1 inhibitors, primary screen, counter-screen for PFM18AAP inhibitor project, biochemical, QFRET, fluorogenic peptide substrate | recombinant F. hepatica cathepsin L1, Z-Leu-Arg-MCA fluorescence | inhibition, % at 5.96 µM | actives 0.49% (n = 300,000) | AID 1906, 2009;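 active means inhibition above the mean of all tested compounds plus 3 SD, set per screening campaign, cut at about 17% in these data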;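 further: 0% = plate median of test compound wells and 100% = 1 µM Z-Phe-Ala-diazomethylketone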
HCV core dimer: inhibitors of HCV core protein dimerization, primary screen, biochemical, TR-FRET, high-throughput | inhibition, % at 5 µM | actives 0.33% (n = 300,000) | TR-FRET GST/Flag-core106 dimerization, 1536-well;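 active means inhibition above the mean of all tested compounds plus 3 SD, set per screening campaign, cut at about 45% in these data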
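System – GST-tagged and Flag-tagged HCV core protein residues 1-106 · Repeats – one well for each compound · Technique – TR-FRET 671 and 617 nm emission · Doses – one concentration, 5 µM, in 0.5% DMSO · Times – 4 h, 22.5 °C incubation · Also added – Eu donor and XL665 acceptor anti-tag antibodies · Measure – percent inhibition of core106 dimerization signal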
PP5 inh: PP5 phosphatase inhibitors, primary screen, biochemical, fluorescence; inhibition, % at 6.7 µM; purified PP5c, OMFP substrate fluorescence; actives 0.18% (n = 320,000); Serine/threonine-protein phosphatase 5 (Homo sapiens), P53041; AID 1987, 2009;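 active means inhibition above the campaign's mean inhibition across all tested compounds plus 3 SD, cut at about 9.5% in these data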;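 further: 0% = DMSO only and 100% = 100 µM cantharidin control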
Target sequence (P53041 whole entry, looked up): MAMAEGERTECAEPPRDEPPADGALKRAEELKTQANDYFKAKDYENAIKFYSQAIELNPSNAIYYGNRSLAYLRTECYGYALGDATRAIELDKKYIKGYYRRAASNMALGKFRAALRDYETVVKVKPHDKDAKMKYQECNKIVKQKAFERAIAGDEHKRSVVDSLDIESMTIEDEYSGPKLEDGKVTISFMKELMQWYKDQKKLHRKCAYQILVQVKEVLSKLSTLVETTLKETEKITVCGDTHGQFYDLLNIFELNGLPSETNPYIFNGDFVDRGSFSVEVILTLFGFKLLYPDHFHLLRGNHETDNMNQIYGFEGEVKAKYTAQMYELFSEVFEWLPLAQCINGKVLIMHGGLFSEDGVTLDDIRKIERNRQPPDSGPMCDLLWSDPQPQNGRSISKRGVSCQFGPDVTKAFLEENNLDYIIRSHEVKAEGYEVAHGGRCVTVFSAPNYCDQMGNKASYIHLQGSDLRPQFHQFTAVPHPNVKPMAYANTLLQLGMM
procasp3 activ: activators of human procaspase-3 D3A mutant, primary screen, biochemical, absorbance, PC-3 D3A mutant, single concentration. actives 0.11% (n = 330,000). Caspase-3 (Homo sapiens), P42574. activation, % at 8.5 µM. recombinant procaspase-3 D3A, Ac-DEVD-pNA absorbance 405 nm. AID 463141, 2010;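 active means activation above the mean of all tested compounds plus 3 SD, cut at about 21% in these data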;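 further: 0% = DMSO alone and 100% = DMSO wells spiked with extra 5 µM PC-3 D3A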
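Evaluation: percent activation relative to control range; Material: Procaspase-3 D3A mutant, all three cleavage aspartates alanine; Compound: single dose, 8.5 µM nominal compound, 0.8% DMSO; Replication: one well per compound; Signal: absorbance at 405 nm, 0 and 120 min; Schedule: 1 h preincubation plus 2 h reaction at 25 °C.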
GRK2 inh: compounds blocking aptamer binding on GRK2 – biochemical, human GRK2, bead flow cytometry, HTS, primary screen. FAM-aptamer displacement from GRK2. actives 0.59% (n = 330,000). inhibition of aptamer binding, % at 10 µM. Beta-adrenergic receptor kinase 1 (Homo sapiens), P25098;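 active means inhibition of aptamer binding above 40%, roughly 3 SD of noise, on plates passing a quality check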;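 further: median bead fluorescence of bound FAM aptamer so fluorescent compounds give negative values; no value below 0 was filed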
Starred values were filed as active, the others as inactive; · = no result given; & = joins results of further samples.

entry | Molecule | PP1 counter | VLA-4 inh | procasp7 counter | GASC-1 inh | CTSL1 counter | HCV core dimer | PP5 inh | procasp3 activ | GRK2 inh
1 | Cc1csc(NC(=O)c2cccn2C)n1 | 2 | 9 | -1 | 1 | 3 | 0 | -0.1 | -2 | 4
2 | O=c1c2ccccc2nc(SCc2ccc([N+](=O)[O-])cc2)n1-c1ccc(Cl)cc1 | -6 | -12 | 0 | 7 | 5 | 2 | 0.7 | 5 | 0
3 | CCN(CC)C(=O)Nc1cnc2ccccc2c1 | -5 | 0 | -3 | -5 | 1 | 0 | 0.6 | 1 | 2
4 | CCCCn1c(CN2CCN(C(=O)OCC)CC2)nc2c1c(=O)[nH]c(=O)n2C | -3 | 2 | 5 | -5 | 1 | -4 | 2.1 | 6 | 0
5 | CC(=O)OCCn1c(C)[n+](CCOC(C)=O)c2cc(Cl)c(Cl)cc21 | -3 | -6 | 12 | 1 | -3 | -2 | -1.7 | -2 | 0
6 | O=C(c1ccc2c(=O)n(-c3ccccc3)c(=S)[nH]c2c1)N1CCN(c2ccccc2)CC1 | 3 | 7 | 7 | 0 | · | · | 0.4 | 2 | 0
7 | Cc1ccc(CCN2CC(C(=O)NCc3ccc4c(c3)OCO4)CC2=O)cc1 (configuration not stated) | -2 | 0 | 6 | 0 | 2 | 2 | 0.0 | 7 | 0
8 | Cc1ccccc1S(=O)(=O)Cc1ccc(C(=O)NCCCN2CCCC2)o1 | -1 | 17 | 3 | -9 | -2 | -2 | 0.0 | 7 | 0
9 | COC(=O)C1C(=O)C=C(Nc2ccc(F)cc2F)CC1c1ccc(OC)cc1 (configuration not stated) | 1 | -4 | 1 | -6 | 1 | -4 | 1.5 | 2 | 0
10 | CC(C)COP(=O)(c1ccc(N(C)C)cc1)C(Nc1ccccc1)c1ccccc1 (configuration not stated) | 3 | 13 | 19 | 1 | 3 | 7 | 1.0 | 0 | 1
11 | COc1ccccc1-c1nc(SCC(=O)N2CCC(C(N)=O)CC2)n[nH]1 | -9 | 1 | 10 | 1 | · | · | 0.3 | 6 | 1
12 | COCCNC(=O)CN(C(=O)c1ccc(N2CCCC2)nc1)c1ccccc1 | -1 | -2 | 2 | · | 4 | 0 | -0.6 | 3 | 2
13 | CCn1ncc(Br)c1C(=O)Nc1ccccc1C(F)(F)F | -1 | -3 | -1 | -6 | 0 | -10 | -0.5 | 6 | 2
14 | Cc1cc(C(=O)NC(CC(C)C)C(=O)O)cc(C)c1[N+](=O)[O-] (configuration not stated) | -1 | -4 | 26* | -1 | -1 | -4 | 2.4 | 10 | 0
15 | Clc1cc2cccnc2c2ncccc12 | 10 | 16 | -1 | -7 | · | · | 1.4 | 5 | 1
16 | COc1cccc(CNC(=S)Nc2cc(OC)ccc2OC)c1 | 1 | 9 | -9 | -2 | 2 | 2 | -0.6 | -2 | 0
17 | Cc1ccc(S(=O)(=O)NCc2ccccn2)c(C)c1C | 4 | -2 | 9 | -3 | 0 | 7 | -0.4 | 1 | 0
18 | CNC(=O)c1ccccc1S(=O)c1ccccc1COC(C)=O (configuration not stated) | -4 | 4 | 8 | 0 | -2 | 0 | 2.5 | 2 | 1
19 | Cc1ccc(NC(=S)NCc2ccccc2)cc1C | -8 | -1 | 0 | -1 | -3 | 1 | 0.5 | -13 | 0
20 | COc1ccccc1N1CCN(C(=O)CSc2nc3ccccc3o2)CC1 | 0 | -11 | 2 | -17 | 0 | 0 | 1.5 | 0 | 0
21 | Cc1cc(C)c(S(=O)(=O)N2CCOCC2)c(C)c1N(C)S(=O)(=O)c1ccccc1 | 0 | 3 | 10 | 1 | 1 | -2 | 0.1 | -1 | 0
22 | COC(=O)C1=C(C)NC(=O)CC1c1ccc(F)c(Br)c1 (configuration not stated) | -1 | 8 | 6 | · | -2 | -3 | 0.6 | 4 | 2
23 | CCN(Cc1cccs1)C(=O)CN1C(=O)NC2(CCCc3ccccc32)C1=O (configuration not stated) | -4 | 18 | -8 | 4 | · | · | -0.9 | -1 | 1
24 | CSc1nnc(-c2ccccc2N=Cc2c(C)[nH]n(-c3ccc4ccccc4c3)c2=O)c(=O)[nH]1 | 4 | 5 | -3 | -3 | 3 | 10 | 3.9 | -10 | 0
25 | CCOc1cc(CNn2cn[nH]c2=S)cc(Cl)c1OCc1ccccc1F | 1 | 0 | 10 | 10 | -3 | 7 | 3.4 | -8 | 0
26 | CCc1cc(=O)oc2cc(C)cc(OC(C)C(=O)NCCCn3ccnc3)c12 (configuration not stated) | -4 | 13 | 9 | -1 | -3 | 1 | 0.2 | -9 | 0
27 | CC(=O)c1c(C(C)=O)c(C)n(-c2ccc3ncccc3c2)c1C | -1 | 0 | 9 | 12 | -4 | 5 | 0.9 | -8 | 1
28 | COc1ccc(-c2nnc(SCC(=O)Nc3cc(C)on3)o2)cc1 | -3 | 4 | 6 | -2 | -2 | 5 | -2.1 | -1 | 0
29 | COc1ccc(OCC(O)CN(CCO)CC(O)Cn2ccc3ccccc32)cc1 (configuration not stated) | -5 | 10 | 9 | -14 | 0 | 0 | 2.6 | 4 | 0
30 | COC(=O)CSc1nc(N)c2c3c(sc2n1)CCCC3 | -1 | 11 | -4 | -2 | 0 | 1 | 3.9 | 4 | 2

Nine structures out of the list, ordered by heavy-atom count, low to high.
entry | Molecule | PP1 counter | VLA-4 inh | procasp7 counter | GASC-1 inh | CTSL1 counter | HCV core dimer | PP5 inh | procasp3 activ | GRK2 inh
19 | Cc1ccc(NC(=S)NCc2ccccc2)cc1C | -8 | -1 | 0 | -1 | -3 | 1 | 0.5 | -13 | 0
30 | COC(=O)CSc1nc(N)c2c3c(sc2n1)CCCC3 | -1 | 11 | -4 | -2 | 0 | 1 | 3.9 | 4 | 2
13 | CCn1ncc(Br)c1C(=O)Nc1ccccc1C(F)(F)F | -1 | -3 | -1 | -6 | 0 | -10 | -0.5 | 6 | 2
16 | COc1cccc(CNC(=S)Nc2cc(OC)ccc2OC)c1 | 1 | 9 | -9 | -2 | 2 | 2 | -0.6 | -2 | 0
11 | COc1ccccc1-c1nc(SCC(=O)N2CCC(C(N)=O)CC2)n[nH]1 | -9 | 1 | 10 | 1 | · | · | 0.3 | 6 | 1
20 | COc1ccccc1N1CCN(C(=O)CSc2nc3ccccc3o2)CC1 | 0 | -11 | 2 | -17 | 0 | 0 | 1.5 | 0 | 0
23 | CCN(Cc1cccs1)C(=O)CN1C(=O)NC2(CCCc3ccccc32)C1=O (configuration not stated) | -4 | 18 | -8 | 4 | · | · | -0.9 | -1 | 1
29 | COc1ccc(OCC(O)CN(CCO)CC(O)Cn2ccc3ccccc32)cc1 (configuration not stated) | -5 | 10 | 9 | -14 | 0 | 0 | 2.6 | 4 | 0
6 | O=C(c1ccc2c(=O)n(-c3ccccc3)c(=S)[nH]c2c1)N1CCN(c2ccccc2)CC1 | 3 | 7 | 7 | 0 | · | · | 0.4 | 2 | 0

Further results:
entry | Molecule | PP1 counter | VLA-4 inh | procasp7 counter | GASC-1 inh | CTSL1 counter | HCV core dimer | PP5 inh | procasp3 activ | GRK2 inh
31 | O=C(COC(=O)c1cccs1)Nc1nc(-c2ccccc2)cs1 | -2 | -8 | 13 | 7 | -3 | 2 | -1.8 | 4 | 0
32 | CC(=O)c1ccc(NC(=O)CN2C(=O)NC3(CCc4ccccc43)C2=O)cc1 (configuration not stated) | · | 2 | 0 | -1 | · | · | · | 0 | 2
33 | Cc1ccc(S(=O)(=O)Nc2ccccc2/C=N/c2nc3ccccc3n2C)cc1 | -3 | 19 | -8 | -1 | -5 | 12 | 0.1 | 0 | 3
34 | COc1ccc(Br)cc1CN(C)CC(=O)NCCc1ccccc1 | 3 | -5 | 4 | 3 | 3 | 6 | 0.2 | 10 | 0
35 | Cc1ccc(NC(=O)CNCc2ccccc2)cc1Br | 1 | 11 | 3 | 0 | -4 | -3 | 0.4 | -3 | 3
36 | COc1ccc(CNC(=O)CN(Cc2ccc(OC)cc2)C(=O)CCC(=O)Nc2ccccn2)cc1 | 1 | 3 | 8 | 15 | -2 | -10 | 2.1 | 3 | 0
37 | COc1ccc(/C=N/n2cnnc2)cc1Cn1nc(C)c([N+](=O)[O-])c1C | -1 | 18 | -2 | 6 | -4 | 0 | -0.3 | 9 | 1
38 | N#Cc1nc(-c2cccs2)oc1NCCCN1CCOCC1 | 0 | 23 | 0 | -1 | 0 | -4 | -0.6 | 5 | 2
39 | Cc1ccc2cc(CCNC(=O)Cc3cccs3)c(=O)[nH]c2c1 | -4 | 17 | 9 | -1 | 2 | 13 | -0.3 | -2 | 0
40 | COC(=O)C1CCN(C(=O)COC(=O)c2ccc(=O)n(Cc3ccccc3)n2)CC1 | -4 | -4 | 7 | -46 | 9 | -6 | -1.8 | -5 | 1
41 | CCOC(=O)CCc1c(C)nc(SCCCn2c(=O)[nH]c3ccccc32)c(C#N)c1C | 0 | 3 | -13 | 3&-4 | -2 | 4 | -1.1 | 4 | 1
42 | CC(=O)C1=C(C)NC(=O)NC1c1ccc(OC2CCCC2)cc1 (configuration not stated) | 0 | 3 | -9 | 0 | 1 | 9 | -3.1 | -5 | 3
43 | CN(C)S(=O)(=O)c1cccc(NC(=O)CSc2cccc3cccnc23)c1 | 8 | -9 | -14 | -21 | -4 | -11 | 1.2 | -16 | 0
44 | C/C(CC(=O)Nc1ccc2ccccc2c1)=N\NC(=O)c1cnccn1 | -3 | -2 | -3 | -3 | 4 | 2 | 1.8 | 2 | 3
45 | CCOC(=O)C1=C(C)N(c2ccc(OCC)cc2)C(=O)/C1=C\c1ccco1 | 10 | -3 | -4 | 0 | 0 | -3 | 4.0 | -7 | 0
46 | C=CCNC(=O)c1ccccc1NC(=O)c1ccc(Cl)c(S(=O)(=O)Nc2cccc(C)c2C)c1 | -1 | 5 | 7 | 3 | 2 | 11 | 3.5 | 7 | 1

Bioassay records deposited in PubChem BioAssay by several laboratories.
